CHT inh: inhibitors of human choline transporter CHT; High affinity choline transporter 1 (Homo sapiens), Q9GZV3; CHT-expressing cells, membrane potential dye, choline response; active compounds read low; B-score at 10 µM; actives 0.86% (n = 310,000);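 active = B-score over 3 SD under the library average, and starting fluorescence ratio not unusually high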;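 note: choline stimulus applied at its EC90 after an EC20 pre-addition; B-score computed on integrated fluorescence ratio after choline addition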
KCNQ2 block: KCNQ2 potassium channel inhibitors, primary screen, cell-based, CHO-K1, FluxOR thallium flux, B-score (AID 2156). actives 1.1% (n = 310,000). 20 min; active compounds read low. B-score at 10 µM. Potassium voltage-gated channel subfamily KQT member 2 (Rattus norvegicus), O88943;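 active = fluorescence ratio B-score at most minus 3 library SDs, with starting brightness B-score within 2 library SDs, cut at about -5.5 in these data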
Target sequence (O88943 whole entry, looked up): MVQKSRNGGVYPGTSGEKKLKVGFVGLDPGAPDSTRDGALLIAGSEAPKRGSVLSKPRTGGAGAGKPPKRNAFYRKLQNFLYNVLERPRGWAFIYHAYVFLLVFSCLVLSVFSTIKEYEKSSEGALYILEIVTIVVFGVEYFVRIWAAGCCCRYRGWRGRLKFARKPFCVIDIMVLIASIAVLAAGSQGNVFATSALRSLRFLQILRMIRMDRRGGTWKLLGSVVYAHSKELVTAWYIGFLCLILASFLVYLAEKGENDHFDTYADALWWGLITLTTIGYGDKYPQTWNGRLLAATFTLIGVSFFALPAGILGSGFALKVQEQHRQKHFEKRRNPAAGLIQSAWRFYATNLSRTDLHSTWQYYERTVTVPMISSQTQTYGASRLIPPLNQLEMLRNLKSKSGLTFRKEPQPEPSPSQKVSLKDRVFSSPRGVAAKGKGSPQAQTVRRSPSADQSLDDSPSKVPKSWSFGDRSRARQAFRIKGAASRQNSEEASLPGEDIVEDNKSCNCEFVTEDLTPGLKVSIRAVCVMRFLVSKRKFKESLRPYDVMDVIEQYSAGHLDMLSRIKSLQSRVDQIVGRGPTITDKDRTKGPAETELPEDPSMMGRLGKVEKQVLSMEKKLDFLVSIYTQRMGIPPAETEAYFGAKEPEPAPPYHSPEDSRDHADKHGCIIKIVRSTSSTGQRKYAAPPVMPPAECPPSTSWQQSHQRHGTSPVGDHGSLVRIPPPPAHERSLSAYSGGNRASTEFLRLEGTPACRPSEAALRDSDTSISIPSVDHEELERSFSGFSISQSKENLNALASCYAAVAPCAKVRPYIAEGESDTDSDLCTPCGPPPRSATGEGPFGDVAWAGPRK
Calls only; i = inactive; . = not tested or not shown.

SMILES	CHT inh	KCNQ2 block
CCCC1CCC(C2=N/C(=C\c3ccc(OC)c(OC)c3)C(=O)O2)CC1 (configuration not stated)	i	i
COc1ccc(CNC2CC(C)N(C)CC2C)cc1OC (configuration not stated)	i	i
COc1ccc(-n2c(C)cc(C(=O)Cn3nnc4ccccc4c3=O)c2C)cc1	i	i
Cc1cc(C(=O)NC2Cc3ccccc3C2)c(C)o1	i	i
Cn1ncc(C#N)c1/N=C/N1CCCC1	i	i
COC(=O)c1[nH]c2ccccc2c1NC(=O)C(C)N1CCN(C(=O)c2ccco2)CC1 (configuration not stated)	i	i
CC(CC(=O)Nc1ccc2c(c1)OCO2)c1ccccc1 (configuration not stated)	i	i
CC1CC(C(=O)Nc2ccccc2)C(=O)O1 (configuration not stated)	i	i
Cc1cccc(Nc2nc(N)nc(CN3CCN(Cc4ccc5c(c4)OCO5)CC3)n2)c1	i	i
O=C(NC1CCCCC1)N1CCCC(c2nc(-c3ccc(S(=O)(=O)N4CCCC4)cc3)no2)C1 (configuration not stated)	i	i
Cc1ccc(CNC(=O)CCn2ccc3cc(S(=O)(=O)N4CCCC4)ccc32)cc1	i	i
Cc1cc(C)c(-c2cc(NC(=O)CSc3nncn3C)n(-c3ccccc3)n2)cc1C	i	i
CCOC(=O)CN1C(=O)S/C(=C/c2ccco2)C1=O	i	i
O=[N+]([O-])c1nn(-c2ccccc2)[n+]([O-])c1N1CCN(c2ccccc2F)CC1	i	i
CCOC(=O)CCC(NC(=O)CCCCCCCC(=O)NC(CCC(=O)OCC)C(=O)OCC)C(=O)OCC (configuration not stated)	i	i
CC(C)(O)C(O)COc1c2ccoc2cc2oc(=O)ccc12 (configuration not stated)	i	i
COc1ccc(CN2CCN(CCc3ccccc3)C(CCO)C2)c(Cl)c1OC (configuration not stated)	i	i
Cc1nn(Cc2ccccc2)c(C)c1C(=O)NCCN1C(=O)S/C(=C\c2ccccc2)C1=O	i	i
Cn1nnnc1SCC(=O)NCC(=O)c1ccccc1	i	.
CC1=C(C(=O)NCCN2CCOCC2)C2(CCC(C)CC2)OC1=O (configuration not stated)	i	i
O=C(CCN1C(=O)c2ccccc2C1=O)Nc1ccc(F)cc1	i	i
CC(C)Cn1c(N)c(C(=O)COC(=O)c2cc(-c3ccccc3)nc3ccccc23)c(=O)n(C)c1=O	i	i
CCNc1ccc(C(=O)OC(C(=O)NC(N)=O)C(C)C)cc1[N+](=O)[O-] (configuration not stated)	i	i
CC(C)(C)c1nnc2sc(SCCN3C(=O)c4ccccc4C3=O)nn2c1=O	i	i
Cc1c(C(=O)N(C)c2ccccc2)oc2c1C(O)CC(C)(C)C2 (configuration not stated)	i	i
COc1ccc(NC(=O)c2cccc(S(=O)(=O)N3CCCCCC3)c2)cc1	i	i
CCN(CC)CC(=O)NN=C(c1ccccc1)c1ccccc1	i	i
O=Nc1c(O)n(Cc2ccccc2)c2ccccc12	i	i
CCOC(=O)COn1c(=O)c(C)[n+]([O-])c2ccccc21	i	i
CCCC(C(=O)NC1CCCCC1)N(CC1CCCO1)C(=O)CNS(=O)(=O)c1ccc(F)cc1 (configuration not stated)	i	i
CNC(=S)NNC(=O)CNc1ccc(C)c(Cl)c1	i	i
COc1ccc(S(=O)(=O)N2CCC(C(=O)NCCC(=O)NCc3ccncc3)CC2)cc1	i	i
COc1cccc(/C=N/NC(=O)c2ccc(OCc3cccc(Br)c3)cc2)c1	i	i
COc1ccc(Cn2ccnc2CO)cc1[N+](=O)[O-]	i	i
COc1ccc(O)c(C2=Nc3ccccc3N=C(c3ccccc3)C2)c1	i	i
Cc1nn(Cc2ccccc2)c(C)c1NC(=O)c1cc(-c2ccc3c(c2)OCO3)on1	i	i
COc1ccc(C(=O)Nc2nc(-c3ccc([N+](=O)[O-])cc3)c(-c3ccc(OC)cc3)s2)cc1	i	i
COc1ccc(C2CC(c3ccc(OC)cc3)n3nc(N)nc3N2)cc1 (configuration not stated)	i	i
CCOC(=O)C1=C(c2ccccc2)OC(N)=C(C#N)C1C(C)C (configuration not stated)	i	i
O=C(O)Cc1ccccc1C(=O)O	i	i
S=C(Nc1ccccc1)Nc1nc2ccccc2n1CCOc1ccccc1	i	i
CN(CCO)S(=O)(=O)c1ccc2c(c1)C(=NO)c1cc(S(=O)(=O)N(C)CCO)ccc1-2	i	.
CC(C)c1ccc2c(c1)C1Cc3ccccc3C1N2 (configuration not stated)	i	i
CC1(C)C2CCC1(C)C(OC(=O)CCn1ccnc1)C2 (configuration not stated)	i	i
CN1C(=O)/C(=C/c2ccco2)SC1=Nc1cccc(C(=O)O)c1	i	i
CCOC(=O)C1(C)/C(=N/Nc2ccc(S(N)(=O)=O)cc2)C(=O)C(=O)N1c1ccccc1 (configuration not stated)	i	i
O=S(=O)(N1CCOCC1)n1cnc2ccccc21	i	i
Cc1c(CCC(=O)N[C@@H](C)C(=O)O)c(=O)oc2cc3occ(-c4ccccc4)c3cc12	i	i
COc1cc(/C=N/N2CCCCC2)cc(OC)c1O	i	i
CCOc1ccccc1C(=O)NC1CCN(Cc2ccccc2)CC1	i	i
COCCNC(=O)CN(C(=O)CCC(=O)Nc1nccs1)c1ccccc1OC	i	i
C/C(CC(=O)Nc1cccc(C(F)(F)F)c1)=N\NC(=O)C1CCCCC1	i	i
COc1cccc(-c2cc(C(=O)Nc3ccc(OC)c(OC)c3)no2)c1	i	i
CCn1c(N2CCN(C(=O)NC3CCCCC3)CC2)nc2ccccc21	i	i
COC(=O)c1ccc(S(=O)(=O)N2CCC(C(N)=O)CC2)n1C	i	i
COc1ccccc1C(=O)Nc1ccc2c(c1)CN(Cc1cnc(C)s1)CC2	i	i
O=C(Nc1ccc2c(c1)OCO2)N1CCN(c2ncc(C(F)(F)F)cc2Cl)CC1	i	i
COc1ccc(Cl)cc1NS(=O)(=O)c1ccc(OC)c(OC)c1	i	i
COc1ccc(NC(=O)NNC(=O)COc2ccc([N+](=O)[O-])c(C)c2)cc1OC	i	i
COc1cc(-c2csc(N3CCOCC3)n2)cc(OC)c1OC	i	i
(more compounds)
SMILES	CHT inh	KCNQ2 block
CC(OC(=O)CCCN=C1NS(=O)(=O)c2ccccc21)C(=O)Nc1ccccc1F (configuration not stated)	i	i
Nc1ncn(C(=O)c2ccco2)n1	i	i
Cc1ccc(C(C(=O)NC2CCCCC2)N(Cc2cccnc2)C(=O)C2COc3ccccc3O2)o1 (configuration not stated)	i	i
O=C(N/N=C/c1cccnc1)c1cc(-c2ccc(Cl)cc2)nc2ccccc12	i	i
O=C(O)c1ccc(-c2noc(-c3ccccc3Cl)n2)cc1	i	i
Cc1cccc(Nc2nnc(SCC(=O)Nc3cccnc3Cl)s2)c1	i	i
COc1ccc(N2CCN(C(=O)CCNS(=O)(=O)c3cc(Br)cnc3N)CC2)cc1	i	i
CCN(CC)c1ccc(/C=c2\sc3nnc(-c4ccccc4Cl)n3c2=O)cc1	i	i
O=S(=O)(/N=C(/Nc1ccccn1)c1ccccc1)c1ccc(Cl)cc1	i	i
O=C(c1cc(-c2ccc(Cl)c(Cl)c2)on1)N1CCCCCC1	i	i
COc1ccc(NS(=O)(=O)c2cccs2)cn1	i	i
CCOCCCNC(=O)C(NC(=O)CNC(=O)c1ccccc1)c1ccccc1 (configuration not stated)	i	i
COc1ccccc1-n1c(C)nnc1SCC(N)=O	i	i
CC(=Nc1ccc(C)c(C)c1)C1=C(O)CSC1=O	i	i
CC(=O)Nc1cccc(C(=O)/C=C/c2ccc(/C=C/C(=O)c3cccc(NC(C)=O)c3)cc2)c1	i	i
Cc1cc(-c2nn(-c3ccccc3)cc2/C=C2\SC(N)=NC2=O)ccc1OC(C)C	i	i
O=C(CCc1nc2ccccc2c(=O)[nH]1)NNC(=O)COc1ccc(Br)cc1	i	i
Cn1ccnc1SCC(=O)c1cc2ccccc2o1	i	i
O=C(Nc1ccccc1)c1ccc(-c2ccc(F)cc2)s1	i	i
COc1ccc(N(CC(=O)N2CCOCC2)S(C)(=O)=O)cc1Cl	i	i
Cc1cc(C)n2nc(C(=O)N/N=C/c3ccc(Cl)cc3)nc2n1	i	i
CC(C)(C)c1ccc(-n2ncc3c2CCCC3NC(=O)c2ccncc2)cc1 (configuration not stated)	i	i
CCn1cc(C(=O)N2CCc3ccccc32)c(=O)c2cc(S(=O)(=O)N3CCCCCC3)ccc21	i	i
COc1cc(CN2CCN(Cc3ccc(C(F)(F)F)cc3)CC2)cc(OC)c1OC	i	i
O=C(CCC1CCN(Cc2ccc(Cl)cc2)CC1)NC1CC1	i	i
O=C(Nc1c(F)cc(F)cc1Br)c1cc(-c2ccco2)on1	i	i
O=c1c2nnn(Cc3ccccc3)c2ncn1-c1ccccc1	i	i
O=C(NNC(=O)c1ccc(NC(=O)C2CC2)cc1)c1ccc(F)cc1	i	i
CCOC(=O)C1=C(C)N(c2ccc(C)cc2)C(=O)/C1=C\c1cccs1	i	i
COc1cc(-c2nc3ccccn3c2/N=C/c2cc(OC)c(O)cc2Cl)ccc1O	i	i
O=c1[nH]c(-c2ccccc2)nnc1-c1ccccc1	i	i
COc1cc(C(=O)NNC(=O)Cc2ccc(S(=O)(=O)N3CCOCC3)s2)cc(OC)c1OC	i	i
COc1cccc(CC2(CO)CCCN(C(=O)c3cc[n+]([O-])cc3)C2)c1 (configuration not stated)	i	i
COc1ccc(Br)cc1CN(C)C(=O)c1cnc(C)cn1	i	i
O=C(CN1C(=O)NC2(CCCC2)C1=O)Nc1cc(C(F)(F)F)ccc1N1CCCCC1	i	i
COc1ccccc1N1CCN(C(=O)c2ccc3c(=O)n(Cc4ccco4)c(=S)[nH]c3c2)CC1	i	i
Oc1c(/C=N/c2ncn[nH]2)ccc2ccccc12	i	i
CCOC(=O)C1=C(C)N=c2s/c(=C/c3cccc([N+](=O)[O-])c3O)c(=O)n2C1c1ccc(OC)cc1OC (configuration not stated)	i	i
Brc1ccc(/C=N/Nc2nncc(-c3ccccc3)n2)o1	i	i
O=C(O)c1ccc(NS(=O)(=O)c2ccc(Cl)c(C(=O)Nc3ccccc3)c2)cc1	i	i
COc1ccccc1Cn1c(=S)[nH]c2cc(C(=O)N3CCN(C)CC3)ccc2c1=O	i	i
CC(C)c1ccccc1NC1=CC(=O)CC(C)(C)C1	i	i
COC(=O)C1=C(C)N(Cc2ccccc2)C(=O)N[C@H]1c1cccc(C(F)(F)F)c1	i	i
COc1ccccc1N1CCN(C(=O)c2ccc3c(Cl)c4c(nc3c2)CCCC4)CC1	i	i
O=C(c1ccc2c(=O)n(Cc3ccccc3)c(=S)[nH]c2c1)N1CCOCC1	i	i
CCOC(=O)CSc1nc2sc(C)c(C)c2c(=O)n1C	i	i
Cc1cccc(C)c1OCC(O)Cn1ccnc1C (configuration not stated)	i	i
C/C(=N\NC(=S)NCc1ccccc1)c1ccc(Br)cc1	i	i
COc1ccc(-n2c(SCC(=O)N3CCCC(C)C3)nnc2-c2cccnc2)cc1 (configuration not stated)	i	i
CCOc1ccc(-c2nnn(CC(=O)N3CCN(c4ccc(F)cc4)CC3)n2)cc1OCC	i	i
Clc1ccc(-c2noc3c2-c2nc(Cc4cccc5ccccc45)sc2CC3)cc1	i	i
Cc1noc(C)c1CSc1ncnc2sc3c(c12)CCCCC3	i	i
CC(C)(C)c1ccc2c(c1)C(=O)c1ccccc1C2=O	i	i
C[C@@H]1CC[C@]2(O[C@@H](CCO)C[C@@H](O)[C@@H]2O)O1	i	i
COc1ccccc1-c1ccc(Nc2ccc(C(=O)N3CCOCC3)cc2)nn1	i	i
CC1=C(C(=O)Nc2ccccc2)C(c2cccc([N+](=O)[O-])c2)Nc2nc3ccccc3n21 (configuration not stated)	i	i
COc1ccc(C(=O)c2ccc(OC)c3cccc(O)c23)cc1OC	i	i
Cn1c(C(=O)OCC(=O)NCCc2ccccc2)cc2sccc21	i	i
CCCCN(C(=O)CNC(=O)c1ccco1)C(C(=O)NC1CCCCC1)c1cccnc1 (configuration not stated)	i	i

Bioassay records: PubChem, Johns Hopkins Ion Channel Center
